# PfGluPho inh: PfG6PD (Plasmodium falciparum) enzyme inhibition; 350,000 compounds, 0.78% hits; inhibition, % at 20 µM; AID 504690; PfGluPho enzyme, NADPH resazurin-diaphorase fluorescence;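 active means inhibition reaching at least a set limit at 20 µM in the primary screen, cut at about 59% in these data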;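 further: 0% = DMSO wells with substrate and 100% = DMSO wells lacking glucose-6-phosphate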
# Apaf-1 inh: blocks human Apaf-1 apoptosome activity; O14727; reconstituted apoptosome caspase-3 activity, DEVD-Rh110 fluorescence; inhibition, % at 20 µM; 330,000 compounds, 0.71% hits; AID 489030; active means inhibition of at least 40% at 20 µM;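 further: plate controls were DMSO wells for no effect and DEVD-CHO caspase inhibitor wells for full effect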
# Target sequence (O14727 whole entry, looked up): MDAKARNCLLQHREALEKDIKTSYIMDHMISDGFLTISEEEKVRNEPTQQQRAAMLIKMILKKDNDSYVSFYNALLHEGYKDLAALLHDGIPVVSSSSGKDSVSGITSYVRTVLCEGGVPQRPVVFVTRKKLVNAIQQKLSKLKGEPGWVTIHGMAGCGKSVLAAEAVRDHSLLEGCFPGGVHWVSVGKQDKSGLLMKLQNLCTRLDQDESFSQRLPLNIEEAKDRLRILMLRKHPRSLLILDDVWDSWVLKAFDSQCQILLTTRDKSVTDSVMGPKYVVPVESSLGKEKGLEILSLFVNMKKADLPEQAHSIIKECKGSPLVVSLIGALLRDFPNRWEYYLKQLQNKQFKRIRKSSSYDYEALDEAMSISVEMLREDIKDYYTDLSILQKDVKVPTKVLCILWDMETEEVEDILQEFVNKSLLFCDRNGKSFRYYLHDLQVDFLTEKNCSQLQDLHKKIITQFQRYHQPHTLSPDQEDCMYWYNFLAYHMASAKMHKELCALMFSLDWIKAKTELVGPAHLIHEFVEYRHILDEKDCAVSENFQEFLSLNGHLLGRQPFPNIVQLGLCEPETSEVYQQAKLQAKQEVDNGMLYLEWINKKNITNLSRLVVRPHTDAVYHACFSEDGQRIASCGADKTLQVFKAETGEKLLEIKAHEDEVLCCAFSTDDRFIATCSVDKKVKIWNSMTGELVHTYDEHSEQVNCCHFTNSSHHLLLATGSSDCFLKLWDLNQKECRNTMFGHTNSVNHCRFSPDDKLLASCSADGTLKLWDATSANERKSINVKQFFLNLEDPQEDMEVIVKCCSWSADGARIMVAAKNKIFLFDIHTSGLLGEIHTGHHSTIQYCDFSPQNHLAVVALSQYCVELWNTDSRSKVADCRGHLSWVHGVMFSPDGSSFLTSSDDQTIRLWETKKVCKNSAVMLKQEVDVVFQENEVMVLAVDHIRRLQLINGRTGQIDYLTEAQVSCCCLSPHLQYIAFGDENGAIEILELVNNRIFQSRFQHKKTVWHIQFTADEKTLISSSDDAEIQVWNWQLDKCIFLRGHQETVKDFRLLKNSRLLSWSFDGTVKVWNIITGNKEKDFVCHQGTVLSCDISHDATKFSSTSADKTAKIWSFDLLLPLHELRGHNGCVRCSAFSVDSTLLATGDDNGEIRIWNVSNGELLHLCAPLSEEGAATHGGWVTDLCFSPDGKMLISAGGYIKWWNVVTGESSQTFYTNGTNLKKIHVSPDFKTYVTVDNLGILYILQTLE
#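 Material: reconstituted apoptosome with Apaf-1, cytochrome c, caspase-9, procaspase-3, dATP; medium: pH 7.5 Hepes buffer with CHAPS, BSA, DTT; also added: cytochrome c and DEVD-Rh110 substrate; timing: 30 min plus 50 min, RT; signal: Rh110 fluorescence intensity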
# SENP8 block-1: inhibitors of human SENP8 protease; recombinant SENP8, Nedd8 substrate fluorescence; Q96LD8; AID 602440; inhibition, % at 20 µM; 360,000 compounds, 0.64% hits; in the data active means inhibition mostly above about 40%, no sharp cut-off; inactive means mostly below about 27%
# SENP1 FRET inh: SENP1 (human) catalytic domain inhibition; inhibition, % at 10 µM; 360,000 compounds, 0.21% hits; recombinant SENP1 catalytic domain, CyPet-SUMO1-YPet FRET cleavage; Q9P0U3; AID 624204;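 active means inhibition at least 30% at 10 µM, raw YFP signal under a set limit, fluorescence ratio 0.5 to 1.5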;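 further: 0% = enzyme with DMSO and 100% = no enzyme wells; some results filed as inactive read as strong as hits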
#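 Test system: hSENP1 catalytic domain, recombinant; Amount: 20 pM final SENP1 enzyme; Medium: Tris pH 8 buffer plus EDTA, NaCl, BME, BSA, NP40, catalase; Schedule: 50 min enzyme reaction, room temperature, light-protected; Technique: FRET fluorescence in CFP and YFP emission channels; Controls: no-enzyme wells low, DMSO-plus-enzyme wells high control.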
# HKDC1 inhibitor: inhibitors of human hexokinase HKDC1 | inhibition, % at 20 µM | 340,000 compounds, 0.16% hits | recombinant HKDC1, G6PDH/diaphorase resazurin coupled fluorescence;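 active means inhibition above about 35% when tested at 20 µM, limit read from the data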;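 further: plate controls were DMSO wells with enzyme for no effect and DMSO wells lacking enzyme for full effect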
#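 Incubation: 90 min at room temperature in dark / Material: recombinant HKDC1 (HK5) hexokinase enzyme, produced in-house / Quantity: enzyme 5 µg/mL final / Compound: one dose of 20 µM, 1% DMSO / Reagent: glucose and ATP substrates / Buffer or medium: Tris pH 8.0 buffer with MgCl2, Tween-20, BSA, BME / Technique: resorufin fluorescence at 613 nm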
# SENP6 block: inhibitors of human SENP6 protease | Recombinant SENP6 catalytic domain, aminoluciferin luminescence | inhibition, % at 10 µM | AID 2599 | 330,000 compounds, 1.8% hits;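 active means inhibition above about 50% at the single tested dose, limit read from the data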;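 further: plate controls were DMSO wells with enzyme for no effect and DMSO wells lacking enzyme for full effect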
# SENP7 block: inhibitors of human SENP7 protease. Q9BQF6. recombinant SENP7, Z-RLRGG-aminoluciferin luminescence, 40 min. inhibition, % at 5 µM. 330,000 compounds, 1.5% hits. AID 434973;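 active means inhibition above about 50% at the single test dose, limit read from the data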;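 further: plate controls were DMSO with enzyme for no effect and no enzyme buffer wells for full effect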
# SENP8 block-2: blocks the human protease SENP8; purified SENP8, Z-RLRGG-aminoluciferin cleavage, luminescence; inhibition, % at 10 µM; 330,000 compounds, 1.2% hits; AID 2540; in the data active means inhibition above about 50%
# Starred values were filed as active, the others as inactive; / = no result given.
SMILES,PfGluPho inh,Apaf-1 inh,SENP8 block-1,SENP1 FRET inh,HKDC1 inhibitor,SENP6 block,SENP7 block,SENP8 block-2
CC12COC3(C(=O)Nc4ccc5ccccc5c4)CC1CCC32C (stereo unspecified),25,7,-8,0,9,8,-5,-4
COc1cc(C(=O)NC(=S)Nc2cccc3nc(C)ccc23)cc(OC)c1OC,6,-23,2,1,4,4,3,0
CN(C(=O)COC(=O)C(C)(C)Oc1ccc(Cl)cc1)c1c(N)n(Cc2ccccc2)c(=O)[nH]c1=O,-4,7,-3,-1,-3,3,-2,-4
Cc1nn(-c2ccccc2)c2[nH]c(=O)c(CNc3ccc(N4CCOCC4)cc3)cc12,22,28,-154,-17,13,11,8,3
CCCN(c1ccc(OCC)cc1)S(=O)(=O)c1ccc2c(c1)NC(=O)CO2,-2,17,0,0,0,-2,3,3
CCN(CC(=O)Nc1cc(Cl)ccc1C)C(=O)CCS(=O)(=O)c1ccc(C)cc1,3,6,-34,-2,-7,-10,1,-15
CC(C)OP(=O)(c1ccc(N(C)C)cc1)C(O)c1ccc(C(C)C)cc1 (stereo unspecified),2,12,8,3,-2,-1,7,5
Cc1ccn2cc(CCNC(=O)C3CCCCC3)nc2c1,11,-10,-85,0,-8,-10,-7,0
Cc1cc(C)c2nc(N3CCC(C(=O)N4CCN(C(=O)c5ccco5)CC4)CC3)sc2c1,-3,14,-2,0,-1,-8,-8,-11
COc1cccc(N2C(=O)CC(Nc3ccc(N4CCOCC4)cc3)C2=O)c1 (stereo unspecified),46,-393,9,5,-11,-14,3,1
O=C(Nc1nc2ccccc2[nH]1)c1ccccc1O,12,-5,-286,-4,-2,88*,92*,82*
Cc1cc(C)c(O)c(-c2cc(C(=O)Nc3ccc(S(=O)(=O)N4CCOCC4)cc3)[nH]n2)c1,-16,15,6,1,1,-3,5,-2
CN1CCN(C(=O)C2=C[C@H](c3ccc4c(c3)OCO4)C[C@H](OCCCCO)O2)CC1,-10,-12,-113,-1,-4,-3,-2,-4
CC12CC(NC(=O)N1c1cccc(C(=O)N3CCCCC3)c1)c1ccccc1O2 (stereo unspecified),1,-9,20,0,-6,3,3,0
O=C(COc1ccccc1)N1CCN(C(=O)c2cccc(F)c2)CC1,-7,-3,41*,3,-1,-12,8,2
COc1cccc(N(CC(=O)N/N=C(\C)c2cccs2)S(C)(=O)=O)c1,0,-2,2,0,-3,-5,-1,0
CC(C)C(=O)Nc1ccccc1C(=O)OCC(=O)c1ccc2c(c1)OCCO2,11,6,17,2,11,5,0,1
Cc1ccc(S(=O)(=O)N2C[C@@H]3[C@H]4CC[C@H](C4)[C@@H]3[C@@H](C)[C@@H]2C2CCCCC2=O)cc1 (stereo partly specified),3,25,13,2,-2,/,-3,/
O=C(Nc1ccncc1)c1c(F)cccc1F,-10,-12,13,-1,-2,-11,4,-7
Cc1ccc(S(=O)(=O)N2CCC(O)(c3cccnc3)CC2)cc1,-5,-28,12,-1,-7,3,2,2
Cc1cc(C(=O)N/N=C/c2cccn2C)no1,-25,-4,10,3,-9,-7,8,-1
Oc1ccc(-c2nnc(SCC3CCCCC3)o2)cc1,-24,7,-4,2,-2,-59,3,-20
COc1ccc(NC(=O)c2cc([N+](=O)[O-])nn2Cc2ccccc2)c(C)c1,19,-7,10,3,-2,-29,-2,4
CN1C(=O)/C(=C/c2ccccc2Cl)Sc2ccc(C(=O)NCc3cccnc3)cc21,2,6,-63,-1,0,-5,8,-2
Cc1ccc(-c2nnn(CC(=O)N(CC3CCCO3)C(C(=O)NC3CCCCC3)c3ccc(F)cc3)n2)o1 (stereo unspecified),3,-7,14,-2,-5,-13,1,9
CCCn1c(=O)c(C(=O)NNC(=O)c2ccccc2[N+](=O)[O-])c(O)c2ccccc21,/,13,0,1,/,0,-9,-2
O=c1c2ccccc2[nH]c(=S)n1CCCN1CCOCC1,7,-11,12,-1,-2,5,3,-3
COc1cc(C)c(S(=O)(=O)N2CCN=C2c2ccccc2)cc1C,-15,0,10,-2,8,-23,2,-8
O=C(O)c1ccc(Cl)c(S(=O)(=O)Nc2ccc(S(=O)(=O)Nc3cccc(Cl)c3)cc2)c1,-23,13,12,2,8,4,-9,-6
COc1ccc(S(=O)(=O)Nc2ccc3c(c2)C(=O)N([C@H](C)CO)C[C@H](C)[C@@H](CN(C)C(=O)Nc2c(C)noc2C)O3)cc1,3,0,4,3,-2,-5,-1,7
CCCCCn1c(CNC(=O)CC)nc2ccccc21,8,-2,8,2,-7,0,11,-14
COc1ccc(C(=O)NCc2nnc(SCC(=O)N3CCCCC3)o2)cc1,-1,-8,11,0,-4,2,-5,-14
O=C(N/N=C/c1cccc2ccccc12)c1ccc(CN2CCOCC2)cc1,15,1,-9,0,-1,0,4,2
CCC1CCCCN1C(=O)CCNC(=O)Cn1cnc2ccccc2c1=O (stereo unspecified),7,-2,6,1,-7,-22,-3,-1
Clc1ccc(Oc2nc(N3CCOCC3)nc(N3CCOCC3)n2)cc1,-15,0,8,0,-8,1,0,1
CC(C)Oc1ccc(C2CC(=O)N(c3cccc(Br)c3)C2=O)cc1 (stereo unspecified),23,-11,15,-2,8,-3,5,2
CCC(=NN=C(CC)c1ccccc1O)c1ccccc1O,9,/,24,47*,-1,/,/,/
O=C(COc1ccccc1[N+](=O)[O-])NCc1cccnc1,-2,2,15,2,-6,10,0,-1
O=C(NCC(c1ccco1)N1CCCC1)c1cccc(NS(=O)(=O)c2ccccc2)c1 (stereo unspecified),9,9,-26,-19,-6,-4,-3,-3
COc1cc(C(=O)OCc2csc(CC(=O)Nc3ccccc3C)n2)ccc1OCC(C)C,15,21,8,-2,1,0,1,-7
CCCCNC(=O)CCc1nc2cccnc2n1Cc1ccccc1,-7,-6,16,0,-7,6,3,0
CCOC(=O)c1c(C)[nH]c(C(=O)COC(=O)[C@H](C)N2C(=O)C3CCCCC3C2=O)c1C (stereo partly specified),8,/,5,2,4,/,/,/
CCOC(=O)c1cc(CC)sc1NC(=O)c1ccc(N2CCOCC2)c([N+](=O)[O-])c1,0,4,20,1,-7,-2,-1,-6
O=[N+]([O-])c1ccc(OCC(O)CNC2CCCC2)cc1 (stereo unspecified),10,-19,28,1,-6,-2,-1,0
NC(=O)c1cc([N+](=O)[O-])c(Cl)cc1NCc1cccnc1,13,2,11,0,-2,-18,7,-12
C=CCNC(=O)Nc1ccc(F)c(Cl)c1,8,-20,-1,0,-9,-3,-1,-12
CCOc1ccccc1NC(=O)c1cccc2c1C(=O)N(CCOC)C2,-1,7,9,2,-5,-2,-1,-1
COc1ccc(Cl)cc1NC(=O)CN(C)C(=O)c1ccc(COc2ccccc2)cc1,9,24,2,-1,0,5,6,-2

# Laid out differently: 5 of the compounds above
# Each structure is followed by: PfGluPho inh, Apaf-1 inh, SENP8 block-1, SENP1 FRET inh, HKDC1 inhibitor, SENP6 block, SENP7 block, SENP8 block-2
O=C(Nc1nc2ccccc2[nH]1)c1ccccc1O
    12, -5, -286, -4, -2, 88*, 92*, 82*
O=C(NCC(c1ccco1)N1CCCC1)c1cccc(NS(=O)(=O)c2ccccc2)c1 (stereo unspecified)
    9, 9, -26, -19, -6, -4, -3, -3
O=C(N/N=C/c1cccc2ccccc12)c1ccc(CN2CCOCC2)cc1
    15, 1, -9, 0, -1, 0, 4, 2
CCN(CC(=O)Nc1cc(Cl)ccc1C)C(=O)CCS(=O)(=O)c1ccc(C)cc1
    3, 6, -34, -2, -7, -10, 1, -15
COc1cccc(N2C(=O)CC(Nc3ccc(N4CCOCC4)cc3)C2=O)c1 (stereo unspecified)
    46, -393, 9, 5, -11, -14, 3, 1

# Next part
SMILES,PfGluPho inh,Apaf-1 inh,SENP8 block-1,SENP1 FRET inh,HKDC1 inhibitor,SENP6 block,SENP7 block,SENP8 block-2
CC(Sc1nnc(C2CC2)n1C)C(=O)Nc1ccc2c(c1)CCC2 (stereo unspecified),2,0,15,0,-4,-4,2,10
COc1ccc(CCNCc2ccc(OCc3ccccc3)cc2)cc1,-14,15,12,2,0,-20,-1,-12
Cc1cc(C)n(CC(C)NC(=O)c2cc(COc3ccc(F)c(F)c3)on2)n1 (stereo unspecified),12,8,-4,-5,-2,-5,-2,-13
C[C@H](NC(=O)c1ccccc1)C(=O)OCC(=O)c1c[nH]c2ccccc12,11,-6,-27,-12,-2,-9,11,-10
CCC(=O)Nc1ccc(NC(=O)c2cccc(OC)c2)nc1,1,0,21,-2,0,42,41,11
COc1cc(/C=C2/SC(=NCc3ccccc3)N(Cc3ccccc3)C2=O)ccc1O,-32,3,-120,-23,5,-11,-13,-8
Cc1ccc(CNS(=O)(=O)CCNC(=O)c2ccc3c(c2)OCO3)cc1,-4,9,1,0,-3,-4,-15,-5
COc1ccc(S(=O)(=O)N2CC(O)CC2C(=O)OCC(=O)Nc2ccc(Cl)cn2)cc1 (stereo unspecified),4,-4,7,-1,0,-8,0,3
COc1ccc(N(CC(=O)N/N=C/c2ccc(OC)c(OC)c2)S(=O)(=O)c2ccccc2)cc1,8,13,19,1,3,-14,-2,-8
COc1ccc(CCNS(=O)(=O)c2ccccc2)cc1OC,11,-10,20,0,-5,-6,-3,5
Cc1ccnn1CCC(=O)N1CCCC(N2CCN(c3cccc(Cl)c3)CC2)C1 (stereo unspecified),-6,-3,20,-1,-5,-5,-6,-6
Cc1cc(Br)ccc1OCC(=O)NNC(=O)c1ccc(NC(=O)C2CC2)cc1,-24,-18,2,1,-7,3,-2,6
C/C(=N\NC(=O)CNc1cccc(C(F)(F)F)c1)c1cccs1,22,8,13,1,-1,2,-4,-10
CC1CCN(c2ccc(C=O)o2)CC1,-1,-1,8,2,-12,-23,5,-1
O=C(CN(C1CCCCC1)S(=O)(=O)c1ccccc1)N1CCCC1,-6,11,18,1,-3,-16,-6,-6
O=C(Nc1ccccc1)Nc1cccc2cccnc12,49,14,8,-2,6,42,74*,60*
Cc1cnc(NC(=O)Nc2ccccc2)c(C)n1,-10,-6,-288,2,-6,13,0,0
COc1ccc(CCNC(=S)NC2CCN(Cc3ccccc3)CC2)cc1OC,7,3,2,-1,-6,-2,-2,-3
COc1ccccc1OCC(=O)NC1CC(C)(C)NC(C)(C)C1,-14,1,4,-1,1,15,-7,0
COc1ccc(-c2n[nH]c3c2CN(C(=O)c2ccccc2)CC3)cc1,-10,6,2,-1,-2,-4,5,-5
Cc1noc(C)c1CSCC(=O)Nc1cc(C(F)(F)F)ccc1N1CCCCC1,9,23,6,-5,-2,-4,2,8
Cc1ccc(OC(=O)COc2ccccc2C)cc1,-3,3,4,4,-4,-32,-3,-13
Cc1c(N=C2SCC(=O)N2/N=C/c2ccccc2Cl)c(=O)n(-c2ccccc2)n1C,-12,4,24,2,-1,-1,2,-8
C[C@@H]1C=C[C@](Cc2ccccc2)(C(=O)NCCc2c[nH]c3ccccc23)N1C(=O)c1ccccc1,13,27,1,-1,3,-16,5,-13
O=C(NCCCN1CCCC1=O)c1cc(S(=O)(=O)N2CCOCC2)c(Cl)cc1Cl,5,-3,21,1,-2,-3,0,-1
CN1CN(C)c2cccc3cccc1c23,46,6,-293,2,19,-2,-5,-1

# High-throughput results: PubChem BioAssay, Sanford-Burnham Center for Chemical Genomics
